NTR1 ag: agonists of NTR1, primary screen, imaging, U2OS cells, beta-arrestin-GFP, high content (AID 493036); hit rate 0.17% among 330,000; NTR1-U2OS beta-arrestin-GFP spot imaging, agonist mode; activation, % at 20 µM;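 active = activation at or above 40% of the spot to cytoplasm intensity ratio, with at least 20 cells analyzed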;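 note: 0% = DMSO without peptide and 100% = 100 nM NTR1 peptide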
Target sequence (P30989 whole entry, looked up): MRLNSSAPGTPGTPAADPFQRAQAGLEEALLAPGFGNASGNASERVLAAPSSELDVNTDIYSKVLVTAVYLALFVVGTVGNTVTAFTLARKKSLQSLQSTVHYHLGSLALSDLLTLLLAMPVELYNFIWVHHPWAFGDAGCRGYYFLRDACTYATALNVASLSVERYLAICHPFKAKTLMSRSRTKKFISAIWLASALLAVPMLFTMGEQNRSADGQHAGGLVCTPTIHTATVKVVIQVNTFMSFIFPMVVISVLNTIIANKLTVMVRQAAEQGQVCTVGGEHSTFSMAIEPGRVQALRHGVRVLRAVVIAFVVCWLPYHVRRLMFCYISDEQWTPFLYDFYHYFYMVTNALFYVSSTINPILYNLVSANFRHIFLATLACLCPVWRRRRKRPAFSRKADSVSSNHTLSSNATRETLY
Dengue-2 NS5 capping: Dengue-2 NS5 methyltransferase inhibitors, primary screen, biochemical, confirmation dose response (AID 588689) | one-dose inhibition, % at 25 µM; IC50 in µM for titrated hits | Genome polyprotein (Dengue virus type 2 (strain 16681-PDK53)) | hit rate 0.3% among 340,000 | Dengue-2 NS5 methyltransferase capping enzyme assay, biochemical; higher % means a stronger effect; in the data active = a potency from the dose series
GPR55 beta-arrestin: GPR55 agonists via beta-arrestin recruitment, primary screen, imaging, U2OS cells, beta-arrestin-GFP redistribution (AID 1961); one-dose activation, % at 10 µM; EC50 in µM for titrated hits; U2OS GPR55 beta-arrestin-GFP redistribution imaging; higher % means a stronger effect; hit rate 0.048% among 290,000; G-protein coupled receptor 55 (Homo sapiens);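 active = activation above 40% with more than 50 cells counted in the well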;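 note: U2OS osteosarcoma cells stably expressing GPR55 and beta-arrestin-GFP; plate controls were DMSO negative control for no effect and LPI positive control for full effect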
HIV peptide binding: inhibitors of HIV fusion peptide binding, primary screen, biochemical, uHTS, fluorescence dequenching (AID 1986); cell-free peptide binding, fluorescence dequenching, 30 min; higher % means a stronger effect; inhibition, % at 20 µM, or IC50 in µM where a hit was titrated; hit rate 0.3% among 290,000; in the data active = inhibition mostly above about 52%, no sharp cut-off; inactive = mostly below about 76%; note: some results filed as inactive read as strong as hits
UTI89 phage lysis: inhibition of K1F phage lysis, E. coli UTI89, bacterial capsule biogenesis inhibitors, alamar blue (AID 488966); inhibition, % at 100 µM, or IC50 in µM where a hit was titrated; E. coli UTI89 K1F phage lysis, alamar blue, 2 h; higher % means a stronger effect; hit rate 0.02% among 340,000;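 active = phage lysis inhibition, versus mean bacterial control, above a set limit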;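 note: capsule biogenesis inhibitors block K1F phage lysis so surviving cells raise fluorescence; higher fluorescence means more inhibition of phage lysis; actives were called in the ten point dose series up to 300 µM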
AID2073: inhibitors of Mint1-CaV2.2 protein interaction, biochemical, HTRF (AID 2073); HTRF protein-protein interaction, Mint1-CaV2.2; higher % means a stronger effect; one-dose inhibition, % at 20 µM; IC50 in µM for titrated hits; hit rate 0.19% among 290,000; Voltage-dependent N-type calcium channel subunit alpha-1B (Homo sapiens); in the data active = inhibition mostly above about 51%, no sharp cut-off; note: some results filed as inactive read as strong as hits
Siah-1 displacement: Siah-1 peptide-binding antagonists, primary screen, biochemical, fluorescence polarization, rhodamine-plectin, uHTS (AID 1817); Siah-1 / rhodamine-plectin peptide fluorescence polarization; higher % means a stronger effect; hit rate 0.02% among 290,000; one-dose displacement, % at 20 µM; IC50 in µM for titrated hits;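 active = displacement of at least 50% at 20 µM, with a fluorescence ratio check between 0.3 and a set limit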;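 note: plate controls were Siah plus tracer with DMSO for no effect and tracer alone without Siah for full effect; strong numbers were not always called active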
GPR55 LPI antagonism: GPR55 antagonists blocking LPI-driven arrestin recruitment, primary screen, imaging, U2OS, beta-arrestin-GFP, LPI agonist (AID 2013); U2OS GPR55 beta-arrestin-GFP translocation imaging, LPI antagonism; higher % means a stronger effect; inhibition, % at 10 µM, or IC50 in µM where a hit was titrated; hit rate 0.13% among 290,000; G-protein coupled receptor 55 (Homo sapiens);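 active = spots per cell inhibited over 60%, with over 100 cells counted and total cytoplasm intensity under 500,000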;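 note: U2OS cells stably carrying GPR55 and arrestin-GFP stimulated by 5 µM LPI near EC80; imaged beta-arrestin-GFP aggregate spots per cell after agonist stimulation; plate controls were LPI-stimulated DMSO wells for no effect and DMSO wells without LPI for full effect; some results filed as inactive read as strong as hits; confirmed hits need IC50 under 10 µM and bright autofluorescent wells are also inconclusive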
GPR35 arrestin U2OS: GPR35 antagonists blocking zaprinast-driven arrestin recruitment, primary screen, imaging, U2OS, beta-arrestin-GFP, zaprinast agonist (AID 2058). G-protein coupled receptor 35 (Homo sapiens). U2OS GPR35 beta-arrestin-GFP translocation imaging, zaprinast antagonism; higher % means a stronger effect. inhibition, % at 10 µM; hits with a dose series show IC50 in µM. hit rate 0.052% among 290,000;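 active = inhibition of at least 50% with at least 30 cells and total cytoplasm GFP at most 10,000,000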
NTR1 ag cell count 20 µM: recorded beside NTR1 ag, whose call it bears; cell count; measured here: cell count, cytotoxicity flag
* marks the source's active call; other numbers are inactive results; x = no result given; [ ] = another dose, or the depositor's remark.

SMILES	NTR1 ag	NTR1 ag cell count 20 µM	Dengue-2 NS5 capping	GPR55 beta-arrestin	HIV peptide binding	UTI89 phage lysis	AID2073	Siah-1 displacement	GPR55 LPI antagonism	GPR35 arrestin U2OS
CCOc1ccc(N2C(=O)CC(N3CCC(NC(=O)Nc4ccccc4)CC3)C2=O)cc1 (stereo unspecified)	-0.1	61	1%	-0.1%	-1.6%	0.9%	-4%	3%	0%	1%
O=C(CN1CCN(S(=O)(=O)N2CCCCC2)CC1)Nc1cc(Cl)ccc1Cl	1.4	34	-2%	-0.1%	1.6%	0.1%	9%	3%	2%	17%
Cc1cc(Br)ccc1NC(=O)CNC(=O)CN(C)Cc1nc2ccccc2c(=O)[nH]1	-1.9	34	-4%	-0.2%	-2.6%	0.5%	7%	1%	-3%	2%
Cc1cc([N+](=O)[O-])ccc1NC(=O)CCC(=O)N1CCCCCC1	1.7	44	0%	0.3%	-0.2%	1.0%	5%	10%	4%	-3%
COCC(=O)N(Cc1ccccc1)c1ccccn1	1.1	77	-2%	0.1%	2.0%	0.6%	-4%	-2%	4%	-9%
COc1cc(-c2cc(C(=O)OCC(=O)Nc3ccc4c(c3)OCO4)c3ccccc3n2)cc(OC)c1OC	1.6	53	-2%	0.2%	0.4%	-0.3%	30%	5%	2%	2%
Clc1cccc(Cc2ccc(Cl)nn2)c1	1.1	53	1%	-0.7%	-1.9%	1.2%	-2%	1%	10%	22%
CCOC(=O)COc1coc(CN2CCN(c3ccc(F)cc3)CC2)cc1=O	-0.5	50	-3%	-0.1%	1.9%	0.1%	7%	3%	-4%	4%
Cc1cccc(N2CCN(S(=O)(=O)c3c(C)[nH]c(C)c3C(=O)N3CCCC3)CC2C)c1 (stereo unspecified)	1.7	62	4%	-0.1%	-1.4%	0.1%	2%	3%	-2%	8%
O=C(OCCNc1nc(-c2ccccc2)nc2ccccc12)c1cccnc1	5.5	79	-11%	0.2%	1.2%	-0.3%	-1%	0%	1%	-11%
Cc1nc(-c2ccccc2)sc1C(=O)CSc1ccccc1	3.0	69	-10%	-0.2%	-1.9%	0.2%	-5%	3%	-3%	0%
CC(=O)c1c(C(C)=O)c(C)n(-c2ccc(C(=O)O)cc2)c1C	0.6	33	11%	0.3%	-1.4%	0.3%	-8%	1%	7%	-4%
N#Cc1c(NC(=O)CCN2C(=O)c3ccccc3C2=O)oc(-c2ccccc2)c1-c1ccccc1	6.3	35	-2%	0.5%	3.9%	1.4%	14%	-3%	7%	-7%
COc1ccccc1C1=NOC(COC(=O)c2ccc([N+](=O)[O-])cc2)C1 (stereo unspecified)	0.2	48	x	-0.1%	-1.7%	x	-5%	7%	-1%	4%
CCOc1ccc(-n2c(O)cc(=O)[nH]c2=O)cc1	-0.9	48	-13%	-0.1%	3.4%	0.5%	-2%	-1%	-10%	29%
COc1cccc(-c2nc(CS(=O)CC(=O)NCCc3ccc(C)cc3)c(C)o2)c1 (stereo unspecified)	1.1	76	1%	0.1%	0.2%	0.4%	3%	5%	3%	-8%
COc1ccc(CNC(=O)CN(Cc2ccc(OC)cc2)C(=O)CCC(=O)Nc2ccccn2)cc1	-0.1	39	8%	0.5%	0.5%	-0.3%	4%	10%	5%	-17%
CCOC(=O)C(CCC(C)=O)C(=O)c1ccccc1 (stereo unspecified)	-1.9	91	-2%	-0.1%	-0.2%	2.0%	24%	11%	17%	-2%
O=C(O)C1CCN(C(=O)c2cc(F)cc3c2OCOC3)CC1	1.5	51	x	1.1%	-0.5%	x	10%	0%	8%	7%
COc1ccc(C(=O)NC(CO)c2nnc(SCc3ccc(Cl)c(Cl)c3)n2C)cc1 (stereo unspecified)	-0.3	54	4%	-0.1%	-2.2%	-0.7%[50 µM]	-6%	4%	-12%	-4%
COc1cc(O)c(C(CCN2CCCC2)c2ccc(N(C)C)cc2)c(OC)c1 (stereo unspecified)	2.7	95	-6%	-0.1%	-1.2%	0.4%	-8%	-6%	-4%	12%
CCN(CC)C(=O)CSc1nc(-c2cccs2)cc(-c2cccs2)c1C#N	0.4	104	-7%	-0.3%	-0.2%	0.1%	35%	-11%	16%	-8%
O=C(Nc1ccc(Br)cc1)c1cccc(N2C(=O)CCC2=O)c1	0.3	72	-9%	0.0%	-0.3%	0.0%	-1%	2%	-18%	-5%
CC(=O)c1c(C)[nH]c(C(=O)Nc2cccc(S(=O)(=O)N(C)C)c2)c1C	2.1	46	1%	-0.4%	0.3%	0.4%	11%	-2%	3%	1%
COCCn1c(C)cc(C(=O)COC(=O)c2cccc(O)c2)c1C	0.9	61	-9%	0.4%	0.0%	1.7%[50 µM]	14%	-4%	9%	4%

Quoted at random: 3 compounds from above.
SMILES	NTR1 ag	NTR1 ag cell count 20 µM	Dengue-2 NS5 capping	GPR55 beta-arrestin	HIV peptide binding	UTI89 phage lysis	AID2073	Siah-1 displacement	GPR55 LPI antagonism	GPR35 arrestin U2OS
O=C(CN1CCN(S(=O)(=O)N2CCCCC2)CC1)Nc1cc(Cl)ccc1Cl	1.4	34	-2%	-0.1%	1.6%	0.1%	9%	3%	2%	17%
Cc1cc([N+](=O)[O-])ccc1NC(=O)CCC(=O)N1CCCCCC1	1.7	44	0%	0.3%	-0.2%	1.0%	5%	10%	4%	-3%
O=C(OCCNc1nc(-c2ccccc2)nc2ccccc12)c1cccnc1	5.5	79	-11%	0.2%	1.2%	-0.3%	-1%	0%	1%	-11%

Remaining list, next part:
SMILES	NTR1 ag	NTR1 ag cell count 20 µM	Dengue-2 NS5 capping	GPR55 beta-arrestin	HIV peptide binding	UTI89 phage lysis	AID2073	Siah-1 displacement	GPR55 LPI antagonism	GPR35 arrestin U2OS
O=S(=O)(Nc1cccc(-c2ccc(N3CCCCCC3)nn2)c1)c1ccc(C(F)(F)F)cc1	1.7	66	27%	-0.1%	2.7%	0.3%	7%	-3%	5%	-21%
COc1ccc(Nc2nc3ccccc3s2)cc1	2.6	93	4%	0.0%	-1.0%	-0.1%	-12%	1%	-6%	-5%
O=C(NC1CCCC1)C(c1ccc(F)cc1)N(Cc1ccccc1Cl)C(=O)CCl (stereo unspecified)	8.1	63	-4%	0.3%	1.9%	0.3%[50 µM]	1%	20%	-6%	-7%
CC(C)C(NS(=O)(=O)c1cccs1)C(=O)NCc1ccccc1 (stereo unspecified)	0.0	59	-7%	1.0%	-0.4%	0.4%	8%	9%	5%	3%
CSc1ccccc1NC(=O)C1C2CCC(C2)C1C(=O)O (stereo unspecified)	1.5	32	x	-0.2%	2.4%	0.0%	-16%	12%	2%	-6%
CCn1c(=O)c2sccc2n2c(CCCC(=O)NCc3cccnc3)nnc12	0.7	66	2%	0.3%	-1.1%	-0.3%	13%	0%	6%	-23%
COc1ccc2nc(Nc3nc4cc5c(cc4s3)OCO5)sc2c1	1.4	66	8%	0.6%	1.1%	5.8%	32%	0%	5%	x
CC(c1ccco1)N(C(=O)c1cc(Cl)cc(Cl)c1)c1ccccn1 (stereo unspecified)	1.5	54	-7%	-0.1%	-0.6%	-0.4%	1%	-3%	-17%	-1%
Cc1ccc(/C=C/C(=O)N2CCN(Cc3ccccc3)CC2)o1	0.7	49	-3%	2.0%	8.7%	6.1%	36%	1%	8%	2%
Cc1cc(C(=O)COC(=O)CC2Sc3ccccc3NC2=O)c(C)n1-c1cccc(C(F)(F)F)c1 (stereo unspecified)	0.9	76	-5%	0.7%	7.8%	0.4%	11%	14%	0%	10%
Cc1ccc2c(c1)c1c(n2CC(O)Cn2c(C)nc3ccccc32)C(=O)CCC1 (stereo unspecified)	3.0	58	-6%	0.1%	-2.6%	-1.7%	13%	0%	6%	-16%
COC(=O)c1c(NC(=O)CSc2nncs2)sc2c1CCCCC2	12	38	-8%	-0.1%	-0.4%	-0.2%	-21%	6%	10%	5%
CC(=O)c1ccc(N2CCN(C(=O)c3cc(-c4ccncc4)nc4ccc(Cl)cc34)CC2)cc1	8.4	68	0%	-0.1%	-0.2%	0.0%	36%	-4%	5%	8%
CCOC(=O)CCSc1nc2c(c(C(F)(F)F)c1C#N)CCC2	0.5	58	-1%	-0.1%	-0.5%	0.1%	16%	2%	-9%	4%
O=C(O)c1ccc2c(=O)n3c(nc2c1)/C(=C/c1ccc(Cl)cc1Cl)CC3	3.2	83	12%	-0.1%	37%	-0.3%	18%	2%	-4%	4%
O=C(COc1ccc([N+](=O)[O-])cc1)Nc1ccc(C(=O)Nc2ccccc2C(=O)O)cc1	-0.3	39	6%	-0.2%	50%	0.3%	12%	2%	-7%	-5%
O=C(CO/N=C1\CCCc2nonc21)Nc1ccc(Br)cc1	0.3	46	4%	0.2%	2.0%	2.2%[50 µM]	10%	3%	3%	-9%
O=C(COC(=O)c1ccccc1OCc1ccccc1Cl)NC1CC1	-0.4	44	6%	0.2%	-0.4%	1.5%	0%	-2%	6%	7%
COc1ccc(-c2nc(SCC(=O)N3CCCC3)n[nH]2)cc1	-1.5	42	-13%	-0.2%	0.1%	0.4%	-1%	11%	8%	-3%
CCOc1ccccc1-c1nnc(CS(=O)(=O)c2ccccc2)o1	0.1	46	-10%	0.2%	0.9%	-0.3%	4%	-5%	-4%	0%
CCOc1ccc(CN2CCNC(=O)C2CC(=O)N(C)CC2CCOCC2)cc1 (stereo unspecified)	2.3	66	-5%	0.6%	2.9%	0.3%	-3%	0%	1%	0%
Cc1nn(CC(=O)Nc2ccc3c(c2)nc(CCN2CCCCC2)n3C)c(=O)c2ccccc12	-1.8	72	-11%	-0.1%	0.3%	4.2%	12%	0%	1%	-15%
C/C(=N\NC(=S)Nc1cc(S(=O)(=O)N2CCOCC2)ccc1Cl)c1ccc(N2CCOCC2)cc1	1.6	44	7%	-0.1%	-2.1%	0.0%	4%	-12%	14%	10%
C=CCC(O)(CC=C)CNC(=O)c1ccc(OC)c(OC2CCN(C(C)=O)CC2)c1	0.8	66	7%	0.3%	1.1%	-1.2%	-1%	3%	1%	-5%
Cc1ccc2nc3c(nc2c1C)C(O)=C3O	-0.2	68	-2%	-0.1%	1.7%	-1.1%	4%	13%	20%	-2%
CC(C)CNC(=O)c1coc(=O)c(Br)c1	-5.8	95	0%	0.3%	0.0%	0.1%	0%	1%	8%	-11%
C=CCNc1nnc(Cc2ccc(F)cc2)c(=O)[nH]1	0.7	68	-5%	0.3%	0.3%	0.0%	24%	-1%	-2%	9%
CN(CC(=O)N1CCc2ccccc21)S(=O)(=O)c1ccc(Br)s1	-1.2	40	9%	-0.1%	0.4%	0.2%	18%	-4%	-12%	-3%

High-throughput results: PubChem BioAssay, several laboratories
